Screens: PubChem BioAssay, National Center for Advancing Translational Sciences (NCATS)
PTHR1 agonist: activates the human parathyroid hormone receptor PTHR1. Q03431. HEK293 GP2 PTHR1 cells, GloSensor cAMP luminescence, 1 h. Potency, µM (doses to about 115 µM), without a hit: at the top dose activation, usual class: activators. 410,000 compounds, 0.075% hits. AID 743266; also: potency is read from the fitted curve at half-maximal effect; nearly all actives have a fitted effect of over 55% in size; some results filed as inactive show a strong effect at the top dose; inactives centre near -15; many of its hits are not listed in these tables
Target sequence (Q03431 whole entry, looked up): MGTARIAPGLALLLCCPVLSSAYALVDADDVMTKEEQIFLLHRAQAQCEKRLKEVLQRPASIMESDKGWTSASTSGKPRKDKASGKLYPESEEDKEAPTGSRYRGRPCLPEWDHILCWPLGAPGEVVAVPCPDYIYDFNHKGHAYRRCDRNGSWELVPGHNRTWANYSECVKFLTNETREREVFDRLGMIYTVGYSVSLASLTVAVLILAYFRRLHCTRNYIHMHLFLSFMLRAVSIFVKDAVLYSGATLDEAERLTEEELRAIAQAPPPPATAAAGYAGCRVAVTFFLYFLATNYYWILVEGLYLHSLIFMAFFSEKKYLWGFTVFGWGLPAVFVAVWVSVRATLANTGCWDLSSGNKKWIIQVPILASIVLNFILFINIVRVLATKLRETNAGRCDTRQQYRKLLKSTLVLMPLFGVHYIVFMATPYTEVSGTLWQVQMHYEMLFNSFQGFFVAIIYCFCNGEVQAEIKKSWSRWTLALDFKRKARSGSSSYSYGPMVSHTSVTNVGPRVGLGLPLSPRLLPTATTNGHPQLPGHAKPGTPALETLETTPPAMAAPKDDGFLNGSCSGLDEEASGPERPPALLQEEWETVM
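HEK-293-derived GP2 cells expressing PTHR1 and a GloSensor cAMP reporter, 3,000/well, plated overnight, given luciferin plus IBMX (each 0.5 mM as added) for 1 h at 37 °C, then compound for 1 h at 37 °C. Luminescence was read after 15 min at room temperature.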
DRD3 agonist: agonists of human D3 dopamine receptor; P35462; D3R DiscoveRx beta-arrestin cells, luminescence, 90 min; max activation, %; 410,000 compounds, 0.58% hits; AID 652048; in the data active = max activation above about 30%; also: 0% is about no effect; mostly tested at two doses, the higher about 12 µM
Target sequence (P35462 whole entry, looked up): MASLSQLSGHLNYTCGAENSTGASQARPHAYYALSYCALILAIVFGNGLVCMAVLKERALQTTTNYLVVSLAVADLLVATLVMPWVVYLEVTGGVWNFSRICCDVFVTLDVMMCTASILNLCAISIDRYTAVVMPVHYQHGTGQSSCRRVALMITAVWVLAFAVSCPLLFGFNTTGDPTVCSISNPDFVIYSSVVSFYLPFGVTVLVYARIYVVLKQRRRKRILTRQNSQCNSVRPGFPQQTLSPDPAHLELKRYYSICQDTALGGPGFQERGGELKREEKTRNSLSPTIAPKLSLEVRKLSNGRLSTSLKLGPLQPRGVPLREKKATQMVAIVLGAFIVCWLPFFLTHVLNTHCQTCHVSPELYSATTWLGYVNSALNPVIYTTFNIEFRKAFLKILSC
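Agonist-mode cell screen: cells plated at 1500/well and incubated overnight at 37 °C, then exposed to library compounds for 90 min at 37 °C. Detection reagent was added for 30–60 min at room temperature, and luminescence was read.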
CCT modulator: changes cytosolic chaperonin activity. purified chaperonin ATPase assay, HTRF ADP detection, 30 min. activity change, % (test concentration not listed), hits read low. 360,000 compounds, 0.3% hits; in the data active = activity change below about -30%; also: % is scaled to controls: 0 for no effect and ±100 for the full control effect
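We incubate TRiC, 40 or 20 nM final, with library compounds at 76 uM and 10 uM ATP for 30 min at 37 °C. ADP formed is detected with Transcreener HTRF reagents after 30 min at room temperature.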
EPAC2 agonist: activates human EPAC2 exchange factor | Q8WZA2 | EPAC2 activation, biochemical qHTS; response scale: 100% = 6.5 mM cAMP response | Potency, µM (highest dose often 154 µM), for inactives: top-dose activation, actives largely listed as activators | 360,000 compounds, 0.079% hits; also: potency is read from the fitted curve at half-maximal effect; nearly all actives have a fitted effect of over 50% in size
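EPAC2 (100 nM) mixed with Rap1B loaded with BODIPY-GDP (250 nM) plus 50 uM unlabeled GDP; compounds pinned in, 5 min RT, then read every 5 min for 30 min (ex 480, em 540 nm). Normalized to cAMP control.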
EPAC2 antag: EPAC2 (human) antagonism. Q8WZA2. EPAC2 GEF exchange of Rap1B-BODIPY-GDP, fluorescence. Potency, µM (doses to about 114 µM), inactives show at the top dose activity, negative = inhibition, actives largely listed as inhibitors. 360,000 compounds, 0.18% hits; also: potency is read from the fitted curve at half-maximal effect; % is scaled to controls: 0 for no effect and ±100 for the full control effect; nearly all actives have a fitted effect of over 45% in size; many of its hits are not listed in these tables
MmCpn inh: blocks the Methanococcus maripaludis chaperonin Mm-Cpn; purified Mm-Cpn ATPase, ADP Transcreener TR-FRET; Potency, µM (titrated, usually from 76.9 µM), without a hit: top-dose activity, negative = inhibition, hits mostly inhibitors; 330,000 compounds, 0.031% hits; AID 504842; also: potency is read from the fitted curve at half-maximal effect; % is scaled to controls: 0 for no effect and ±100 for the full control effect; nearly all actives have a fitted effect of over 80% in size
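ATPase turnover read by TR-FRET ADP competition (Eu cryptate antibody/ADP-d2, 665/590 nm): 10uM ATP final, 25nM Mm-CPN final, 30 min 37degC after 10-min compound preincubation, pH 7.4 Tris/KCl/MgCl2/DTT buffer.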
DRD3 antagonist: antagonists of human D3 dopamine receptor | D3R cells, DiscoveRx beta-arrestin luminescence, antagonist mode; active compounds read low | 360,000 compounds, 2.5% hits | P35462 | max response, negative = inhibition, %; in the data active = max response below about -50%; inconclusive = no clear call, values can overlap the other calls; also: % is scaled to controls: 0 for no effect and ±100 for the full control effect; mostly tested at two doses, the higher about 12 µM
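Cells expressing the human receptor were seeded at 1500 cells/well, incubated overnight at 37 degrees C in 5% CO2, then exposed to library compounds with dopamine controls for 90 minutes at 37 degrees C before luminescent detection.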
Akt phos inh: blocks phosphorylation of Akt; Neuro2A IGF-stimulated pAkt S473 HTRF, 20 min; active compounds read low; 360,000 compounds, 0.32% hits; activity change, % for hits at 50 µM; in the data active = activity change below about -80%; inconclusive = mostly about -51% to -80%; also: % is scaled to controls: 0 for no effect and ±100 for the full control effect
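Single-point screen (50 µM final compound) in Neuro2A cells stimulated 20 min with 6 nM IGF at 37 deg C. After lysis, Ser473-phosphorylated Akt read by HTRF (ex 330 nm, em 615/665 nm) as the 665/615 ratio.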
* hit, by the source's call; i = inactive; ? = inconclusive; / = not tested or not shown; [ ] = remark or other dose. Unless noted, calls follow the shape of the dose curve; as a rule, active = well fitted curve in the direction sought with a large enough effect; inconclusive = small, poorly fitted or top-dose-only effect, or another doubt; inactive = no such curve, though single readings can be large; an effect the other way counts as inactive or inconclusive. This is a subset, so the mix of outcomes need not match the whole.

SMILES | PTHR1 agonist | DRD3 agonist | CCT modulator | EPAC2 agonist | EPAC2 antag | MmCpn inh | DRD3 antagonist | Akt phos inh
Cc1cccc(C)c1NC(=S)N=Nc1c(O)n(C)c2ccc(S(=O)(=O)N3CCOCC3)cc12 | i | 3 | -1.1 | -3% | 1% | 2% | -13 | i
Cc1ccc(C(C)(c2ccc(N)cc2)c2ccc(N)cc2)cc1 | i | -7 | -0.6 | 15% | -24% | / | -14 | i
COc1ccc(CCN2CC(O)=C(c3nc4ccccc4c(=O)[nH]3)C2=N)cc1OC | -12%[57.5 µM] | -5 | -1.1 | -4% | -1% | -2% | 23 | i
Cc1cc(C=O)c(C)n1-c1ccc(N2CCOCC2)c([N+](=O)[O-])c1 | -13% | 5 | -4.6 | 0% | 1% | -5% | -12 | i
CC(=O)Nc1ccc(S(=O)(=O)Nc2nc3ccccc3nc2Nc2ccccc2)cc1 | i | -9 | -1.0 | 6% | 4% | -4% | -3 | i
c1cc(CNCCNCc2ccncc2)ccn1 | i | 0 | -22 | -1% | 3% | / | 4 | i
O=c1[nH]c(CSc2nnc(-c3ccncc3)n2Cc2ccco2)nc2ccccc12 | -4%[57.5 µM] | 4 | 0.2 | 5% | 18% | -1% | 26 | i
CN(CC(=O)Nc1ccc(F)c(F)c1F)C(=O)CN1C(=O)C2CCCCC2C1=O (configuration not stated) | i | 5 | -2.6 | 1% | -1% | 1% | 20 | i
Cc1ccc(O)c(C(CC(=O)NC2CCCCC2)c2ccccc2)c1 (configuration not stated) | i | -4 | 0.1 | 6% | -4% | 1% | -4 | i
OCCN(CCO)CC(O)COCCC12CC3CC(CC(C3)C1)C2 (configuration not stated) | i | -5 | -0.2 | -5% | -4% | 2% | 7 | i
S=C(c1ccc2c(c1)OCO2)N1CCN(c2cccc(Cl)c2)CC1 | i | -12 | 0.1 | 7% | -8% | / | -17 | i
CCOc1cc(C(c2c(C)[nH][nH]c2=O)c2c(C)[nH][nH]c2=O)ccc1OS(=O)(=O)c1ccccc1 | i | 3 | -6.1 | 6% | -2% | 1% | 24 | /
COc1ccccc1NC(=O)COC(=O)Cn1cnc2c1c(=O)n(C)c(=O)n2C | i | -2 | -0.1 | 1% | 7% | -11% | -23 | i
O=[N+]([O-])c1ccccc1N(S(=O)(=O)c1ccccc1)S(=O)(=O)c1ccccc1 | -14% | -10 | 0.8 | 12% | -3% | / | -18 | i
O=C(NCC1CCCO1)c1sc(=S)n2c1[nH]c(=O)c1ccc(C(=O)N3CCCCC3)cc12 (configuration not stated) | -30% | -6 | 1.0 | 8% | -10% | -7% | -5 | i
Cc1ccc(NC(=S)Nc2ccc(OC(F)F)c(Cl)c2)cc1F | -24% | 6 | 0.4 | 4% | -8% | 0% | 9 | i
COC(=O)C1CCN(C(=O)COC(=O)c2cc([N+](=O)[O-])ccc2N2CCOCC2)CC1 | i | 4 | -0.3 | -2% | -2% | 0% | -12 | i
Cc1ccc(CNC(=O)CCS(=O)(=O)c2ccc3c(c2)NC(=O)C(C)S3)cc1 (configuration not stated) | -39%[inhibitor] | 5 | -6.7 | 6% | 2% | -2% | -19 | i
COc1cc(CO)cc(Br)c1OCC(=O)N1CCCCC1 | i | 8 | -0.6 | 1% | 0% | -6% | 12 | i
O=C(CNC(=O)c1ccccc1Br)NNC(=O)c1cccs1 | i | 5 | -2.2 | 3% | 6% | 4% | 15 | i
CC12CCCCC1N(O)C(=O)C(=O)N2O (configuration not stated) | i | 3 | -1.7 | 1% | 21% | 0% | 16 | i
CC1CCC2(CC1)NC(=O)N(CC(=O)N1CCOCC1)C2=O (configuration not stated) | i | 1 | -1.8 | 2% | 5% | -2% | -2 | i
O=C(NC(Cc1ccccc1)C(=O)O)/C(=C\c1ccccc1F)NC(=O)c1ccccc1 (configuration not stated) | i | 3 | -4.6 | 5% | 11% | 0% | -8 | i
CC(=O)N(c1cccc(C(F)(F)F)c1)c1nc(/C=C/C(=O)O)cs1 | -6% | -2 | 0.3 | 7% | 5% | 3% | 7 | i
Cc1ccc(C)c(NC(=O)c2cc3c([nH]c4ccccc43)c(C)n2)c1 | -18%[57.5 µM] | -1 | 0.3 | 11% | 0% | -28% | -8 | -101%*
Cc1ccccc1OCC(=O)OCC(=O)NC12CC3CC(CC(C3)C1)C2 | -15% | -2 | -2.2 | 18% | -16% | / | -1 | i
O=C(c1ccco1)N1CCN(C(c2cccs2)c2sc3ncnn3c2O)CC1 (configuration not stated) | i | 0 | 2.3 | 1% | -14% | 1% | 5 | i
O=C(C[C@@H]1C/C=C/CC[C@H](Cc2ccc(F)cc2)C(=O)O[C@H](c2ccccc2)CNC1=O)NCCO | 12% | 2 | -2.5 | -3% | 5% | 0% | 0 | i
COc1cccc(NC(=O)COC(=O)C2CC2)c1 | i | 0 | -0.3 | 8% | 11% | 2% | 6 | i
O=C(Cn1nnc(-c2ccncc2)n1)NCCc1ccccc1 | i | -1 | 0.9 | 5% | 2% | -2% | 9 | i
COc1ccc(N(C)S(=O)(=O)c2cccc3nsnc23)cc1 | i | -4 | -0.1 | 7% | -26% | -3% | 1 | i
O=C(CCC1CCCCC1)N1CCN(Cc2ccc3c(c2)OCO3)CC1 | i | -3 | 2.5 | 6% | 0% | -4% | -10 | i
Cc1cc(N2C(=O)C(O)=C(C(=O)c3ccco3)C2c2cccc(Oc3ccccc3)c2)no1 (configuration not stated) | i | 8 | -2.0 | -7% | -9% | -6% | -9 | i
CCc1ccc(NS(=O)(=O)c2ccc(OC)c(C)c2)cc1 | -7%[57.5 µM] | -8 | -0.7 | 15% | -9% | 0% | 14 | i
COc1ccc(OCC(NS(=O)(=O)c2ccc(-n3cnnn3)cc2)C(C)C)cc1 (configuration not stated) | i | -3 | -0.2 | 7% | -9% | -4% | -25 | i
COc1cc(/C=N/NC(=O)Cc2cccs2)c([N+](=O)[O-])cc1OC | -8% | 1 | 0.8 | 0% | 16% | 4% | 13 | i
Cc1occc(=O)c1OCc1c(F)cccc1Cl | i | 4 | 1.9 | 5% | 4% | -1% | 16 | i
O=C(Nc1ccc2[nH]c(=O)[nH]c2c1)c1cc(F)c(F)cc1Cl | i | 4 | 0.7 | 3% | 5% | -3% | -3 | i
Cc1nn(-c2ccccc2)c(Cl)c1/C=N/Nc1ccc(Cl)c(C(=O)O)c1 | -44%[inhibitor] | 2 | 0.8 | 0% | -6% | -2% | 36 | i
CN(C)/C=C1\C(=O)Nc2ccccc21 | -21% | 10 | -2.2 | 3% | 16% | -1% | -24 | i

Given with two lines to a compound: part of the list above
Order of values: PTHR1 agonist, DRD3 agonist, CCT modulator, EPAC2 agonist, EPAC2 antag, MmCpn inh, DRD3 antagonist, Akt phos inh
O=c1[nH]c(CSc2nnc(-c3ccncc3)n2Cc2ccco2)nc2ccccc12
    -4%[57.5 µM], 4, 0.2, 5%, 18%, -1%, 26, i
CN(CC(=O)Nc1ccc(F)c(F)c1F)C(=O)CN1C(=O)C2CCCCC2C1=O (configuration not stated)
    i, 5, -2.6, 1%, -1%, 1%, 20, i
Cc1ccc(O)c(C(CC(=O)NC2CCCCC2)c2ccccc2)c1 (configuration not stated)
    i, -4, 0.1, 6%, -4%, 1%, -4, i

Next part
SMILES | PTHR1 agonist | DRD3 agonist | CCT modulator | EPAC2 agonist | EPAC2 antag | MmCpn inh | DRD3 antagonist | Akt phos inh
Cc1nn(Cc2ccccc2)c(C)c1NC(=O)CSc1nc2sc3c(c2c(=O)n1C)CCC3 | -2% | 16 | -1.7 | -1% | 0% | / | 33 | i
COCCCNC(=O)/C=C/c1c(Cl)cccc1Cl | i | 2 | -0.1 | 9% | 4% | 3% | 1 | i
Cc1ccc(C)c(OCc2nnc(SCC(=O)NCc3ccc4c(c3)OCO4)o2)c1 | -13% | -7 | 0.3 | 3% | -11% | 0% | ? | i
CN(C)CCCNC(=O)c1ccc(-c2ccccc2)cc1 | -2% | -2 | -0.8 | -13% | -2% | 0% | -11 | i
O=C(CCS(=O)(=O)c1ccccc1)Nc1nc(-c2ccc(F)cc2)cs1 | -92%[inhibitor] | 5 | 0.9 | -3% | -28% | -1% | -1 | i
COCCNc1nc(Nc2ccc(C(=O)OC)cc2)c2sccc2n1 | -35% | 0 | -1.9 | 8% | 16% | / | -13 | i
CCCCN(CC)S(=O)(=O)N1CCC(C(=O)NCc2ccc(F)cc2)CC1 | -6%[57.5 µM] | 2 | -1.4 | 10% | -3% | 1% | 16 | i
COc1ccc(NC(=O)CSc2nnc(N)s2)cc1S(=O)(=O)N1CCCCC1 | i | -6 | -2.1 | 3% | 2% | 0% | 1 | i
Cn1cccc1C(=O)NS(=O)(=O)c1ccccc1Cl | i | 25 | -0.1 | 3% | 0% | -2% | -21 | i
COC(=O)c1cc(=O)n(CCc2ccccc2F)c(=Nc2ccc(F)c(Cl)c2)s1 | -48%[inhibitor] | -6 | -1.2 | 12% | 9% | -3% | ? | i
CN1CCN(C(=O)CN(C2CCCCC2)S(=O)(=O)c2ccccc2)CC1 | i | -2 | -3.5 | 8% | -2% | 4% | 0 | i
CCOC(=O)c1c(-c2ccc(OC)cc2)csc1NC(=O)CSc1nnc(C)c(=O)[nH]1 | -53%[inhibitor] | -5 | -2.5 | 9% | ? | -5% | -3 | i
N#CC1=C2SCN(c3ccccc3)CN2C(=O)CC1c1cccs1 (configuration not stated) | -3% | 3 | -1.5 | -2% | 5% | -6% | 16 | i

An excerpt from above, limited to EPAC2 antag.
mol | EPAC2 antag
CCCCN(CC)S(=O)(=O)N1CCC(C(=O)NCc2ccc(F)cc2)CC1 | -3%
N#CC1=C2SCN(c3ccccc3)CN2C(=O)CC1c1cccs1 (configuration not stated) | 5%
Cn1cccc1C(=O)NS(=O)(=O)c1ccccc1Cl | 0%
